GCN5L2 inh: GCN5L2 (KAT2A) acetyltransferase inhibition; Q92830; GCN5L2 HAT assay, ThioGlo1 CoA-SH fluorescence; Potency, µM (titrated, usually from 58.9 µM), for the others: at the top dose activity change, negative = inhibition, hits mostly inhibitors; actives 0.21% (n = 390,000)
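qHTS, 1536-well. 20nM enzyme, pH 7.5 HEPES/EDTA/Tween-20 buffer; 15 min compound preinc., RT. Start: 75uM H3(1-25), 70uM AcCoA, 50uM ThioGlo1. Read Ex340/Em540 at t=0 (autofluorescence flag) and t=20 min.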
N370S GC mod: inhibitors or activators of N370S glucocerebrosidase for Gaucher disease; P04062; Potency, µM (doses to about 59.4 µM), for inactives: at the top dose activity change, negative = inhibition, most hits filed as inhibitors; actives 0.092% (n = 330,000); N370S GC spleen homogenate, 4MU-glucoside fluorescence;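 note: 0% = full enzyme activity and -100% = no enzyme basal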
FEN1 inh: inhibitors of human flap endonuclease 1; P39748; Recombinant FEN1 flap cleavage, fluorescence, 15 min; Potency, µM (titrated, usually from 114 µM), for inactives: at the highest dose activity change, negative = inhibition, actives largely listed as inhibitors; actives 0.35% (n = 390,000); AID 588795; note: nearly all actives have a fitted effect of over 65% in size
Target sequence (P39748 whole entry, looked up): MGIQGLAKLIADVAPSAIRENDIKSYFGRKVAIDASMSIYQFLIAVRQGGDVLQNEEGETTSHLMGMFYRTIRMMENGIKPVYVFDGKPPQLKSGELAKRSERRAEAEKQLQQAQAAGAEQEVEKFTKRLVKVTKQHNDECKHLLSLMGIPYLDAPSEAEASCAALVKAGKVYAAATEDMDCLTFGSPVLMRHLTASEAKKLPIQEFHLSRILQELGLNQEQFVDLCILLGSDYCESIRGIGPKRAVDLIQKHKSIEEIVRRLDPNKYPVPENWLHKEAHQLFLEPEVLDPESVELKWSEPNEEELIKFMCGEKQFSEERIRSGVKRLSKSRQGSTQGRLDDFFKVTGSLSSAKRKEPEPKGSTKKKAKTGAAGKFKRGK
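Quantitative HTS format: each compound was titrated, incubated with 10 nM nuclease for 15 min at room temperature, then challenged with flap substrate at 50 nM final. Signal change over 15 min gave concentration–effect curves.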
Numbers without * were called inactive; ? = inconclusive; · = no result given; & = joins results of further samples. Calls come from the whole dose curve; as a rule, active = well fitted curve in the direction sought with a large enough effect; inconclusive = small, poorly fitted or top-dose-only effect, or another doubt; inactive = no such curve, though single readings can be large; an effect the other way counts as inactive or inconclusive. Unless noted, % is set by controls: 0 for no effect and ±100 for the full control effect; potency is the fitted concentration of half-maximal effect. Some of the compounds tested; count on the stated rates, not on these rows.

GCN5L2 inh,N370S GC mod,FEN1 inh,mol
-15.2%,·,15.8%,CC1CCCN(c2nc(-c3ccccc3O)nc3ccccc23)C1 (stereo not drawn)
-3.9%,·,-4.6%,COc1ccccc1-c1oc2ccccc2c1C#CC1(N)CCCCC1
-3.6%,0.3%,-4.4%,c1ccc(-n2nc3c(ccc4cnnc43)[nH]2)cc1
-1.8%,-16.4%,4.3%,CCN(CCCNC(=O)Cn1cc2c(n1)CCCC2)c1cccc(C)c1
-2.6%,0.3%,6.1%,CS(=O)(=O)N1CCC(C(=O)Nc2ccc(F)cc2)CC1
4.3%,-2.7%,-7.9%,Cc1cc(OCCOCCN(C)CCO)cc(C)c1Cl
-14.5%,-26.6%,5.8%,O=c1[nH]c(C2CCN(S(=O)(=O)c3cccc(Cl)c3)CC2)nc2c1nnn2Cc1ccccc1
-5.7%,-4.1%,-9.8%,Cc1ccc(CNC(=O)Cn2nnc(C(=O)Nc3cc(C)ccc3C)c2N)cc1
-11.8%,·,-19.4%,CCC/C(=C1/c2ccccc2C(=O)N1c1ccccc1)c1cnc(OC)nc1
-2.3%,24.4%,4.7%,CCOC(=O)c1c(-n2cccc2)sc2c1CCCC2=O
0.6%,-4.3%,4.9%,O=C(Nc1ccc(O)c(C(=O)O)c1)c1ccc2c(c1)C(=O)N(CC1CCCO1)C2=O (stereo not drawn)
-5.7%,0.6%,-6.6%,Cn1cnnc1SCC(=O)NNC(=O)COc1ccc(Cl)cc1

Reprinted from the part before: 4 compounds; new compounds follow.
GCN5L2 inh,N370S GC mod,FEN1 inh,mol
-11.8%,·,-19.4%,CCC/C(=C1/c2ccccc2C(=O)N1c1ccccc1)c1cnc(OC)nc1
-2.3%,24.4%,4.7%,CCOC(=O)c1c(-n2cccc2)sc2c1CCCC2=O
0.6%,-4.3%,4.9%,O=C(Nc1ccc(O)c(C(=O)O)c1)c1ccc2c(c1)C(=O)N(CC1CCCO1)C2=O (stereo not drawn)
-5.7%,0.6%,-6.6%,Cn1cnnc1SCC(=O)NNC(=O)COc1ccc(Cl)cc1
-2.7%,21.2%,-11.3%,CCOC(=O)c1nnn(-c2nonc2N)c1CN1CCCCCC1
-6.0%,14.2%,·,CCOC(=O)c1cccc(-n2c(-c3ccc(OC)cc3)nc3nc4ccccc4nc32)c1
-2.1%,15.7%,7.0%,Cc1cccc(NC(=O)c2cccc(C(=O)Nc3cccc(C)c3C)n2)c1C
-0.5%,-13.8%,-18.2%,Cc1cc(C)c(C#N)c(SCc2[nH]nc3c2C(c2ccc(F)cc2)C(C#N)=C(N)O3)n1 (stereo not drawn)
0.0%,0.4%,-4.1%,COC(=O)c1ccccc1NC(=O)Cn1c(=O)oc2ccc(Cl)cc21
-10.8%,-0.4%,2.2%,Cc1ccc(/C=N/NC(=O)c2ccc(-n3cccc3)cc2)o1
-13.5%,-0.3%,11.4%,O/N=C/c1ccc2cccc(OCc3ccccc3)c2n1
-1.1%,5.1%,-11.1%,O=C(NCC1CCCCC1)c1ccc(Cl)nc1
-16.2%,9.8%,-2.9%,Cc1ccc(-n2ncc3c(=O)n(CC#N)cnc32)cc1C
0.3%,-5.9%,-4.7%,Cc1ccc(S(=O)(=O)Nc2c(C)nn(C)c2C)c(C)c1
-4.9%,3.3%,0.3%,CN(CC(=O)NCCc1ccccn1)S(=O)(=O)c1ccc(Cl)cc1
-6.8%,1.7%,-1.1%,COCCn1nnnc1C(c1ccc(OC)cc1)N1CCC(C)CC1 (stereo not drawn)

Sorted by molar mass (smallest number first): seven of the compounds above
GCN5L2 inh,N370S GC mod,FEN1 inh,mol
-13.5%,-0.3%,11.4%,O/N=C/c1ccc2cccc(OCc3ccccc3)c2n1
-16.2%,9.8%,-2.9%,Cc1ccc(-n2ncc3c(=O)n(CC#N)cnc32)cc1C
0.3%,-5.9%,-4.7%,Cc1ccc(S(=O)(=O)Nc2c(C)nn(C)c2C)c(C)c1
0.0%,0.4%,-4.1%,COC(=O)c1ccccc1NC(=O)Cn1c(=O)oc2ccc(Cl)cc21
-4.9%,3.3%,0.3%,CN(CC(=O)NCCc1ccccn1)S(=O)(=O)c1ccc(Cl)cc1
-2.1%,15.7%,7.0%,Cc1cccc(NC(=O)c2cccc(C(=O)Nc3cccc(C)c3C)n2)c1C
-0.5%,-13.8%,-18.2%,Cc1cc(C)c(C#N)c(SCc2[nH]nc3c2C(c2ccc(F)cc2)C(C#N)=C(N)O3)n1 (stereo not drawn)

(further entries)
GCN5L2 inh,N370S GC mod,FEN1 inh,mol
1.3%,1.3%,-0.4%,Cc1csc(SCC(=O)NCCc2ccc(Cl)cc2)n1
-10.2%,0.1%,-3.4%,COc1ccc(N2CCN(C(=O)COC(=O)c3cnccn3)CC2)cc1
-11.1%,?,9.4%,O=C1NCC2=C1C(c1ccccc1)Nc1ccccc1N2 (stereo not drawn)
-19.0%,-9.0%,2.9%,CC(C)CCNc1nc(N)c([N+](=O)[O-])c(NCCO)n1
5.2%,3.1%,-6.0%,O=C(Nn1c(C2CCCCC2)nc2ccccc2c1=O)c1ccc([N+](=O)[O-])cc1Cl
-1.2%,-7.6%,-3.3%,O=C(NN1C(=O)C2C3C=CC(C4CC34)C2C1=O)c1cccc(Cl)c1 (stereo not drawn)
-6.2%,·,?,O=C(Cc1ccc(F)cc1)N1CCC(c2nc3c(nnn3Cc3ccc(Cl)cc3)c(=O)[nH]2)CC1
-8.8%,-9.4%,9.4%,COc1cc(/C=N/NC(=O)Cc2csc(N3CCOCC3)n2)cc(OC)c1O
-9.7%,6.2%,9.1%,O=C(CCOc1ccccc1)Nc1ccc([N+](=O)[O-])cc1
?,-17.1%,-8.5%,CCOC(=O)c1cnc2nc(C)[nH]n2c1=O
2.4%,·,-9.6%,O=C(NC1CCCC1)c1ccc(CSc2nc3cccnc3n2Cc2ccccc2F)cc1
24.8%,·,14.1%,CCc1nn2c(=O)cc(COC(=O)c3cccc(NC(=O)COc4ccccc4F)c3)nc2s1

Looked up one by one from the list above:
GCN5L2 inh,N370S GC mod,FEN1 inh,mol
-6.0%,14.2%,·,CCOC(=O)c1cccc(-n2c(-c3ccc(OC)cc3)nc3nc4ccccc4nc32)c1
-15.2%,·,15.8%,CC1CCCN(c2nc(-c3ccccc3O)nc3ccccc23)C1 (stereo not drawn)
-0.5%,-13.8%,-18.2%,Cc1cc(C)c(C#N)c(SCc2[nH]nc3c2C(c2ccc(F)cc2)C(C#N)=C(N)O3)n1 (stereo not drawn)
?,-17.1%,-8.5%,CCOC(=O)c1cnc2nc(C)[nH]n2c1=O

(more compounds)
GCN5L2 inh,N370S GC mod,FEN1 inh,mol
-9.5%,9.6%,-13.1%,CCn1c(SCc2ccccc2)nnc1C1CCN(S(=O)(=O)c2ccc(OC)cc2)CC1
-6.3%,-6.1%,-2.6%,COc1ccc(N(CC(=O)N2CCN(Cc3ccc4c(c3)OCO4)CC2)S(C)(=O)=O)cc1OC
1.2%,·,9.7%,CCOC(=O)c1c(C)[nH]c(CCC(=O)NC(C)c2ccccc2)c1C (stereo not drawn)
-16.4%,0.6%,0.0%,CC(=O)c1ccc(OCc2cc(C(=O)NC(C)CCn3cccn3)no2)cc1 (stereo not drawn)
-17.6%,0.8%,10.9%,CCCn1c(N)c(C(=O)CSc2ncnc3sccc23)c(=O)n(C)c1=O
-9.7%,0.9%,-4.9%,O=C(Nc1ccc(C(=O)O)cc1)/C(=C\c1ccc([N+](=O)[O-])cc1)NC(=O)c1ccc(Br)cc1
1.1%,-15.1%,2.4%,CC(C)Oc1ccc(C(CC(=O)N(C)CCC#N)c2ccc(F)cc2)cc1 (stereo not drawn)
1.8%,4.9%,-16.7%,O=C(NCCCNC(=O)c1ccccn1)c1cccc(F)c1
-0.6%,-5.8%,7.1%,CCn1nnnc1SCC(=O)NCc1cccs1
-6.3%,8.8%,-0.9%,CCS(=O)(=O)c1ncc(Cl)c(C(=O)Nc2ccc(S(=O)(=O)N3CCC(C)CC3)cc2)n1
0.3%,-4.0%,13.0%,CCCn1c(N)c(N(CCOC)C(=O)CSCC(=O)Nc2ccc(OC)cc2)c(=O)[nH]c1=O
-6.5%,-0.3%,3.2%,C=CCn1sc(N)c(C(=O)OCC)c1=S
-0.7%,-6.5%,-2.7%,COCC(=O)Nc1ccc(Br)cc1C
-9.8%,·,-17.1%,COc1ccc(C2CC(=O)N(CC(=O)Nc3cccc(C)c3C)c3ccccc3S2)cc1OC (stereo not drawn)
-2.4%,·,-1.7%,Cc1ccc(S(=O)(=O)CCC(=O)NNC(=O)CN(C)S(=O)(=O)c2ccc(C)cc2)cc1
11.8%,·,16.1%,Cc1cccc(C)c1-n1ncc(C(=O)N2CCN(c3ncccn3)CC2)c1C1CCN(C(=O)OC(C)(C)C)CC1
-10.6%,-12.1%,-14.3%,Nc1ccc(C(=O)N/N=C2\CCCc3c2[nH]c2ccccc32)cc1
-5.5%,·,1.1%,CCOc1ccc(CNCCCSc2nnnn2C)cc1OC
-4.3%,7.7%,-1.1%,CCC(c1nnc(SCC(=O)Nc2ccc(Cl)cc2C(F)(F)F)n1C1CCCCC1)N(C)C (stereo not drawn)
-6.5%,-18.9%,0.0%,Cc1cc(Cl)ccc1OCC(=O)N/N=C/c1ccc(OC2OC(CO)C(O)C(O)C2O)cc1 (stereo not drawn)
-2.7%&-0.1%,?,-0.9%,O=C(N[C@@H](Cc1ccccc1)C(=O)CCl)OCc1ccccc1
-12.9%,21.7%,0.8%,CCc1ccccc1N(C)S(=O)(=O)c1ccc(-c2cc(C)no2)s1
-2.5%,·,-13.6%,COC(=O)c1ccc(CSC2=NC[C@@H]3[C@@H]4C(=O)N(Cc5ccccc5)C(=O)[C@@H]4[C@](C)(C(=O)OC)N23)cc1
2.5%,-4.8%,2.4%,COc1cccc(N2C(=O)/C(=C\c3cccs3)NC2=S)c1
-5.7%,·,-13.5%,Cc1ccc(Cn2ccnc2SCC(=O)Nc2nnc(C)s2)cc1
-8.9%,6.1%,2.7%,O=C(CN1C(=O)C2CC=CCC2C1=O)Nc1nnc(SCc2ccc(Cl)cc2)s1 (stereo not drawn)
-14.4%,·,-6.5%,CCCCN1C(=N)N([C@@H](CCC)CN2CCC[C@H]2CN2C(N)=NC[C@@H]2Cc2ccccc2)C[C@H]1Cc1ccccc1
-2.4%,27.7%,-18.1%,CCOC(=O)c1ccc(Oc2nc(N(C)C)nc(N(C)C)n2)cc1
0.3%,0.0%,-3.4%,CCCC(=O)Nc1ccc2c(c1)nc(CN1CCN(C(=O)OCC)CC1)n2CC
-8.3%,-12.7%,-16.6%,CC1(C)CC(=O)c2c(O)cc(OCC(=O)N3CCN(c4ccc(F)cc4)CC3)cc2O1
-2.4%,18.1%,-5.1%,CCN(CC)c1ccc(C2CC(=O)Nc3cc(OC)c(OC)cc32)cc1 (stereo not drawn)
0.8%,1.1%,3.0%,Cc1csc(SCC(=O)Nc2ccc(S(=O)(=O)N3CCCC3)cc2)n1
-6.5%,1.3%,-5.8%,CC1(C)CC(=O)C/C(=N/NC(=O)COc2ccc3ccccc3c2Br)C1
-11.3%,7.5%,-19.5%,COc1ccc2nc(N3CCCCC3)c(C#N)cc2c1
?,-5.9%,5.4%,CC(=C/c1ccco1)/C=N/NC(=O)c1ccncc1
-1.2%,-8.7%,-2.6%,CCOC(=O)C1CCN(C(=O)COC(=O)CSc2ccc([N+](=O)[O-])cc2)CC1
-4.1%,8.6%,10.5%,CC(Cc1ccsc1)NC(=O)CCc1nnc(CCc2ccccc2)o1 (stereo not drawn)
-6.6%,-9.2%,11.2%,Cc1cc(C)cc(C(=O)Nc2nnc(SCC(=O)NCC3CCCO3)s2)c1 (stereo not drawn)
?,·,5.3%,COc1cc(NC(=O)CSc2nc(-c3ccc(C(C)C)cc3)no2)cc(OC)c1
1.7%,6.6%,-0.2%,Cc1ccc(Nc2nnc(SCC(=O)Nc3cccc(S(=O)(=O)NC4=NCCCCC4)c3)s2)c(C)c1
3.1%,·,-2.9%,CCOC(=O)N1CCC(NCCNC(=O)c2cccc(F)c2)CC1
0.9%,12.5%,-10.6%,Fc1ccccc1/C=N/n1cnnc1
-12.1%,-4.0%,·,Cc1c(/C(O)=C2\C(=O)C(=O)N(CCCN(C)C)C2c2ccncc2)cnn1-c1ccccc1 (stereo not drawn)
-7.0%,-25.6%,5.0%,CCC(C)c1ccc(OCC(=O)Nc2ccc(CN3CCOCC3)cc2)cc1 (stereo not drawn)
